High-throughput results from PubChem.
GLP1R ag: qHTS of GLP-1 Receptor Agonists; HEK293 GLP-1R CRE-luciferase, luminescence, 4-6 h; cells express a hypersensitive GLP-1R form; Potency, µM (top dose mostly 45.6 µM), for the others: top-dose activation, actives largely listed as activators; AID 624172, 2012; actives 0.007% (n = 380,000); also: % of control where 0% means no effect
Target sequence (P43220 whole entry, looked up): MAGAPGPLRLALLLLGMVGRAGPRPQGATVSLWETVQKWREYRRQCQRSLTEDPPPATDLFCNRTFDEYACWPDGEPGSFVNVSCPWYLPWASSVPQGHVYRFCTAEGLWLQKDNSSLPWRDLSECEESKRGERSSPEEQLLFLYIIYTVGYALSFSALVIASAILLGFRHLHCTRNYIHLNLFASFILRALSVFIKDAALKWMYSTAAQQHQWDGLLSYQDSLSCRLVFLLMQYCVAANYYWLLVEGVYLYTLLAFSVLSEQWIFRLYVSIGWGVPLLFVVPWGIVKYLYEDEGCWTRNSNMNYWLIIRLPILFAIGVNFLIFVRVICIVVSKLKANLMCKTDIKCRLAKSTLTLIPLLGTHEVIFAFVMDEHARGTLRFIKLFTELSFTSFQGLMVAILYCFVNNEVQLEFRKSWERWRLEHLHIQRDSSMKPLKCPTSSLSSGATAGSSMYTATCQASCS
SW480 rereplic: A quantitative high throughput screen for small molecules that induce DNA re-replication in SW480 colon adenocarcinoma cells. SW480 DNA re-replication, Hoechst DNA content imaging, 48 h. actives 1.8% (n = 340,000). Potency, µM (series often up to 46.1 µM), inactives show at the highest dose re-replication activation, usual class: activators. AID 624297, 2012; also: % of control where 0% means no effect; nearly all actives have a fitted effect of over 55% in size
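Image-based DNA-content assay: after two days of treatment, nuclei were labelled with the DNA dye Hoechst and imaged, and hits were compounds raising the count of nuclei showing high fluorescence intensity.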
KB-V1 cytotox: qHTS assay for MDR1-selective chemotherapeutics: Primary screen using the drug-selected MDR subline cells KB-V1; KB-V1 MDR cells viability, CellTiter-Glo, 72 h; Potency, µM (highest dose often 46.1 µM), without a hit: top-dose activity change, negative = cytotoxicity, actives largely listed as cytotoxic; actives 3.4% (n = 400,000); AID 1347076, 2019; also: % is scaled to controls: 0 for no effect and ±100 for the full control effect; nearly all actives have a fitted effect of over 60% in size
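Cells of the MDR subline KB-V1 are plated, dosed with compound at multiple concentrations, and incubated 72 h at 37 degrees C; CellTiter-Glo is then added and luminescence read after 10 min.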
HT1080-NT tox: qHTS for induction of synthetic lethality in tumor cells producing 2HG: qHTS for the HT-1080-NT fibrosarcoma cell line; HT-1080-NT fibrosarcoma viability, CellTiter-Glo ATP luminescence, 48 h; Potency, µM (highest dose often 46.1 µM), inactives show at the highest dose activity, negative = less viability, actives largely listed as cytotoxic; actives 1.6% (n = 360,000);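 also: NT is the 2HG producing partner of a matched IDH1 knockdown line; 0% = DMSO-treated cells and -100% = media-only wells without cells; nearly all actives have a fitted effect of over 55% in size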
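Read-out is CellTiter-Glo luminescence after 10 minutes at room temperature, following 48 hours' compound treatment of HT-1080-NT cells (750 cells/well, RPMI, 5% FBS, 37 degrees C).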
TDP43 rescue: qHTS of TDP-43 Inhibitors | TDP-43 expressing yeast growth rescue, BacTiter-Glo, 24 h | Potency, µM (top dose mostly 46.1 µM), for the others: top-dose growth rescue (activation), hits mostly activators | actives 1.8% (n = 410,000) | AID 652104, 2013; also: % of control where 0% means no effect; nearly all actives have a fitted effect of over 50% in size
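Growth rescue of TDP-43-toxic yeast measured as ATP luminescence (BacTiter-Glo). Cells grown to mid-log in raffinose, induced in galactose at OD600=0.02, exposed to compound 24 hr at 30 deg C.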
HT1080 IDH1KD tx: qHTS for induction of synthetic lethality in tumor cells producing 2HG: qHTS for the HT-1080-IDH1KD cell line; HT-1080 IDH1 knockdown viability, ATP luminescence, 48 h; Potency, µM (series often up to 46.1 µM), for the others: at the highest dose activity, negative = toxicity, actives largely listed as cytotoxic; actives 2% (n = 360,000);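 also: 0% = DMSO wells and -100% = cell-free medium wells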
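Viability of IDH1-knockdown HT-1080 fibrosarcoma cells was assessed by CellTiter-Glo after 48 h at 37 °C with titrated compound; concentration-effect curves were classified by fit quality and response size.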
GLP-1R inv ag: qHTS of GLP-1 Receptor Inverse Agonists (Inhibition Mode); HEK293 GLP-1R CRE-luciferase, luminescence, 24 h; GLP-1R form is constitutively active; Glucagon-like peptide 1 receptor (Homo sapiens), P43220; actives 1.6% (n = 410,000); Potency, µM (top dose mostly 38.3 µM), without a hit: at the highest dose activity change, negative = inhibition, usual class: inhibitors; also: % is scaled to controls: 0 for no effect and ±100 for the full control effect; nearly all actives have a fitted effect of over 55% in size
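Cells are plated, allowed 12 hours at 37 deg C, then treated with compounds for 24 hr before luciferase detection reagent is added and luminescence is read after 12 min at room temperature. The HEK293 line carries constitutively active GLP-1R with a cAMP-responsive reporter.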
HEK293 tox: qHTS of GLP-1 Receptor Inverse Agonists: Cytotox Screen. AID 624418, 2012. actives 0.13% (n = 410,000). Potency, µM (doses to about 38.3 µM), inactives show top-dose activity change, negative = inhibition, usual class: inhibitors. HEK293 cAMP-luciferase reporter cells, luminescence, 24 h;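 also: loss of luciferase light is scored as toxicity; % is scaled to controls: 0 for no effect and ±100 for the full control effect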
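Here, cytotoxicity is scored as loss of luminescence. The MLSMR collection was tested on cells seeded in medium containing 10% Nu serum, with a 24 hr compound exposure preceded by 12 hours of culture.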
KB-3-1 cytotox: qHTS assay for MDR1-selective chemotherapeutics: Primary screen using the parental adenocarcinoma cell KB-3-1; Potency, µM (doses to about 46.1 µM), inactives show top-dose activity change, negative = cytotoxic, usual class: cytotoxic; KB-3-1 viability, CellTiter-Glo ATP luminescence, 72 h; actives 1.4% (n = 400,000); also: % is scaled to controls: 0 for no effect and ±100 for the full control effect; nearly all actives have a fitted effect of over 60% in size
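Parental KB-3-1 viability, qHTS format: 72 h compound exposure, 37 °C; CellTiter-Glo; media-only wells and DMSO plates as controls; concentration-effect fits on corrected data.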
* = called active by the depositor; ? = inconclusive; · = not tested or not shown; [ ] = another dose, or the depositor's remark. Calls follow the shape of the dose curve; as a rule, active = well fitted curve in the direction sought with a large enough effect; inconclusive = small, poorly fitted or top-dose-only effect, or another doubt; inactive = no such curve, though single readings can be large; an effect the other way counts as inactive or inconclusive. Potency is read from the fitted curve at half-maximal effect. An unsorted share of the library. About 9.4% of those tested had a hit in this group.

SMILES	GLP1R ag	SW480 rereplic	KB-V1 cytotox	HT1080-NT tox	TDP43 rescue	HT1080 IDH1KD tx	GLP-1R inv ag	HEK293 tox	KB-3-1 cytotox
COC(=O)C1=C(CSCc2ccccc2)NC(=O)NC1c1cc(C)ccc1C (centres undefined)	5%	10%	?	4%	-32%[inhibitor]	4%	0%	2%	-10%
COc1cccc(CC(=O)Nc2nc(C)cs2)c1	10%	-5%	6%	?	22%	-2%	0%	-10%	-2%
COc1cc(/C=N/NC(=O)c2cccc([N+](=O)[O-])c2)ccc1OCc1ccccc1	12%	-7%	?	14%	-8%	4%	0%	2%	-11%
COCCn1nnnc1C(CC(C)C)N1CCN(c2cccc(OC)c2)CC1 (centres undefined)	-3%	-5%	?	2%	0%	6%	-5%	8%	3%
Cc1cc(C(=O)NCCC2=CCCCC2)no1	4%	-9%	-18%	5%	-11%	6%	13%	2%	2%
O=C(C1=C[C@H](c2csc3ccccc23)C[C@H](OCc2ccc(CO)cc2)O1)N1CCN(Cc2ccc3c(c2)OCO3)CC1	-3%	-10%[9.22 µM]	-8%	-12%	4%	-1%	?	2%	-7%
CCC(C)NC(=O)Cn1c(=O)n(-c2ccccc2)c(=O)c2ccc(C(=O)NCc3ccco3)cc21 (centres undefined)	-12%	4%	9%	2%	3%	7%	4%	4%	3%
CCOC(=O)N1CCN(C(=O)Nc2ccc(Cl)cc2Cl)CC1	-8%	0%	-6%	20%	-13%	7%	2%	8%	2%
C=CCn1c(=O)c(C(=O)NCCN(CC)CC)c(O)c2ccccc21	8%	15%	-2%	-20%	-9%	?	?	-15%	-13%
O=C(COC(=O)c1cc(S(=O)(=O)NCc2ccccc2)ccc1O)c1cc2ccccc2o1	0%	-11%	-7%	10%	2%	0%	-10%	-7%	11%
NC(=O)CSc1nnc(COc2ccccc2)n1C1CCCCC1	-2%	-11%	-25%	9%	-16%	-14%	-6%	-9%	2%
Cc1ccc2oc(=O)c3cnn(CC(=O)NCCC(C)C)c3c2c1	0%	-12%	-5%	-13%	21%	4%	14%	16%	5%
Cc1ccc(C2=NN(C3=NN=C(N)Cc4ncnn43)C(O)(C(F)(F)F)C2)cc1 (centres undefined)	0%	?	18%	7%	18%	6%	-7%	0%	-1%
C=CCn1c(C)cc(C(=O)COC(=O)c2ccc3c(c2)NC(=O)CS3)c1C	-3%	-2%	?	-25%	?	-25%	?	-19%	-17%
CC(C)Oc1snc(Cl)c1C(N)=O	-3%	1%	16%	6%	-14%	18%	6%	11%	3%
Cc1ccc(OCCNC(=O)C(C)SCC(=O)Nc2ccc(F)cc2)cc1 (centres undefined)	9%	-30%	-20%	-1%	10%	-1%	?	0%	10%
COc1ccc(N(CC(=O)NC2CCCCC2)S(=O)(=O)c2cccnc2)cc1	-1%	-3%	-8%	9%	7%	-1%	7%	0%	-3%
CN(C)c1ccc(C(=O)C(O)c2ccc(C(C)(C)C)cc2)cc1 (centres undefined)	0%	-1%	0%	-3%	-13%	7%	3%	1%	0%
CC(COS(N)(=O)=O)Cc1ccc(C(F)(F)F)cc1 (centres undefined)	3%	-9%	-1%	-3%	2%	5%	?	6%	-17%
Cc1ccc2c(C(=O)CN3CCCCC3CCO)c(C)[nH]c2c1 (centres undefined)	1%	-3%	-8%	-2%	-4%	5%	-14%	-9%	14%
CC(=O)c1sc(Nc2ccccc2)nc1C	13%	·	?	6%	0%	7%	9%	4%	-3%
CCOC(=O)CN1C(=O)N[C@@H](c2ccccc2)C(C(C)=O)=C1C	1%	-26%[9.22 µM]	?	15%	14%	13%	4%	1%	12%
CCn1c(C)nc2cc(C(=O)OCCC(F)(F)F)ccc21	-1%	-3%	?	27%	10%	14%	2%	-19%	-1%
CCOC(=O)c1ccc(NC(=S)Nc2ccccc2)cc1	9%	?	-12%	-19%	21%	?	?	15%	1%
CCCC(C(=O)Nc1cc(S(=O)(=O)N2CCOCC2)ccc1OC)c1ccccc1 (centres undefined)	-3%	-11%	-1%	-13%	16%	-7%	8%	3%	10%

Other compounds follow:
SMILES	GLP1R ag	SW480 rereplic	KB-V1 cytotox	HT1080-NT tox	TDP43 rescue	HT1080 IDH1KD tx	GLP-1R inv ag	HEK293 tox	KB-3-1 cytotox
COc1ccc(NC(=O)CSc2nc(C3CC3)nc3ccccc23)c(OC)c1	14%	3%	?	-1%	0%	-22%	-20%	?	4%
Cc1ccccc1CS(=O)(=O)CCC(=O)N1CCN(c2ccc(N3CCOCC3)nn2)CC1	-10%	-7%	-22%	-1%	-5%	6%	4%	4%	0%
COc1cc2c(cc1OC)C(c1cccs1)N(C(=O)c1ccncc1)CC2 (centres undefined)	16%	?	?	?	26%	13µM*	18%	?	?
CCCOCC(O)CCc1n[nH]c(=S)n1-c1ccccc1 (centres undefined)	5%	-9%	6%	14%	-14%	4%	7%	-4%	-1%
Cc1ccc(C(=O)N2CCN(c3ccc(NC(=O)c4cccnc4)cc3)CC2)cc1	-4%	-4%	?	18%	-1%	2%	6%	-15%	6%
O=C(CSc1n[nH]c(-c2ccccc2)n1)N1CCCCC1	·	·	-10%	·	19%	·	24%	2%	-1%
O=C(Nc1nnc(-c2ccc(Br)cc2)o1)c1ccco1	-4%	4%	?	-2%	-7%	-15%	-13%	-6%	?
CNCc1cn2cc(Cl)ccc2n1	1%	-5%	-12%	-28%	8%	-25%	-3%	-1%	6%
O=C(CN1CCN(S(=O)(=O)c2ccccc2)CC1)Nc1ccc([N+](=O)[O-])cc1	0%	14%	-15%	?	17%	?	?	?	3%
Cc1nc(NCCOc2ccccc2)sc1C(=O)Nc1ccccc1	7%	-2%	-25%	-1%	13%	-8%	-16%	-17%	-11%
O=C(CCc1ccccc1)Nc1ccc(N2CCOCC2)cc1	-7%	-5%	7%	2%	-21%	5%	0%	4%	-6%
Cc1c(OC(C)C(=O)NCc2ccncc2)ccc2c3c(c(=O)oc12)CCCC3 (centres undefined)	18%	-1%	11%	-1%	-4%	-15%	110%[activator]	-2%	6%
CC(C)(C)OC(=O)N1CCN(C(=O)c2nc[nH]c2C(=O)N2CCN(c3ccccc3)CC2)CC1	11%	-7%	22%	3%	3%	13%	12%	-25%	13%
Cc1ccc(NC(=O)CS(=O)CC(=O)Nc2ccc(N3CCOCC3)cc2)cc1Cl (centres undefined)	2%	-2%	18%	?	1%	-25%	10%	?	-12%
Cc1cc(C)n2nc(-c3ccc(Br)cc3)cc2n1	-3%	-2%	-6%	-2%	17%	-2%	11%	2%	-19%
CCCCc1nc2n[nH]c(N)c2c2c1CCCC2	?	1%	0.52µM*	-19%	13%	-11%	136%[activator]	5%	4.1µM*
O=C(CN1C(=O)C2CCCCC2C1=O)Nc1ccc(S(=O)(=O)Nc2ncccn2)cc1 (centres undefined)	-1%	-7%	22%	19%	-24%	16%	15%	14%	13%
Cc1cc(C)nc(N2CCCC(C(=O)Nc3ccc4c(c3)OCO4)C2)n1 (centres undefined)	-2%	3%	23µM*	2%	-20%	0%	-15%	-2%	-8%
O=C(O)C1C2C=CC(O2)C1C(=O)Nc1ccccc1C(F)(F)F (centres undefined)	-2%	-3%	7%	-1%	?	10%	-24%	-15%	2%
O=C(NCc1ccc(F)cc1)OC1CC2CC1[C@H]1CCCCN1C2=O (some centres undefined)	10%	·	-2%	8%	15%	9%	0%	4%	17%
CCN(CC)S(=O)(=O)c1cccc(-c2nnc(SCc3ncc(-c4ccccc4)o3)n2C)c1	4%	-2%	-6%	-8%	15%	-11%	-22%	-5%	10%
COc1ccccc1CNc1n[nH]c(NCc2ccccc2OC)n1	-8%	13%	-10%	9%	21%	6%	?	9%	-21%
CC(C)=CCN1CCN(Cc2c(C)nn(C)c2Cl)CC1CCO (centres undefined)	10%	-4%	9%	2%	-4%[0.397 µM]	0%	-10%	-10%	18%

Some entries already given, reduced to HT1080-NT tox:
Molecule	HT1080-NT tox
Cc1nc(NCCOc2ccccc2)sc1C(=O)Nc1ccccc1	-1%
O=C(CCc1ccccc1)Nc1ccc(N2CCOCC2)cc1	2%

Part of the list above, set out differently.
Below each compound: GLP1R ag	SW480 rereplic	KB-V1 cytotox	HT1080-NT tox	TDP43 rescue	HT1080 IDH1KD tx	GLP-1R inv ag	HEK293 tox	KB-3-1 cytotox
- Cc1nc(NCCOc2ccccc2)sc1C(=O)Nc1ccccc1
  7%	-2%	-25%	-1%	13%	-8%	-16%	-17%	-11%
- O=C(CCc1ccccc1)Nc1ccc(N2CCOCC2)cc1
  -7%	-5%	7%	2%	-21%	5%	0%	4%	-6%
- Cc1c(OC(C)C(=O)NCc2ccncc2)ccc2c3c(c(=O)oc12)CCCC3 (centres undefined)
  18%	-1%	11%	-1%	-4%	-15%	110%[activator]	-2%	6%
- CC(C)(C)OC(=O)N1CCN(C(=O)c2nc[nH]c2C(=O)N2CCN(c3ccccc3)CC2)CC1
  11%	-7%	22%	3%	3%	13%	12%	-25%	13%
- Cc1ccc(NC(=O)CS(=O)CC(=O)Nc2ccc(N3CCOCC3)cc2)cc1Cl (centres undefined)
  2%	-2%	18%	?	1%	-25%	10%	?	-12%
